STEP inh = blocks human striatal-enriched tyrosine phosphatase; P54829; recombinant STEP, OMFP fluorogenic substrate, fluorescence; inhibition, % at 20 µM; hit rate 0.25% among 360,000;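 active = inhibition at 20 µM, scaled per plate between control wells, above about 37%, limit read from the data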;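 also: 0% = DMSO with enzyme and substrate and 100% = substrate only without enzyme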
Target sequence (P54829 whole entry, looked up): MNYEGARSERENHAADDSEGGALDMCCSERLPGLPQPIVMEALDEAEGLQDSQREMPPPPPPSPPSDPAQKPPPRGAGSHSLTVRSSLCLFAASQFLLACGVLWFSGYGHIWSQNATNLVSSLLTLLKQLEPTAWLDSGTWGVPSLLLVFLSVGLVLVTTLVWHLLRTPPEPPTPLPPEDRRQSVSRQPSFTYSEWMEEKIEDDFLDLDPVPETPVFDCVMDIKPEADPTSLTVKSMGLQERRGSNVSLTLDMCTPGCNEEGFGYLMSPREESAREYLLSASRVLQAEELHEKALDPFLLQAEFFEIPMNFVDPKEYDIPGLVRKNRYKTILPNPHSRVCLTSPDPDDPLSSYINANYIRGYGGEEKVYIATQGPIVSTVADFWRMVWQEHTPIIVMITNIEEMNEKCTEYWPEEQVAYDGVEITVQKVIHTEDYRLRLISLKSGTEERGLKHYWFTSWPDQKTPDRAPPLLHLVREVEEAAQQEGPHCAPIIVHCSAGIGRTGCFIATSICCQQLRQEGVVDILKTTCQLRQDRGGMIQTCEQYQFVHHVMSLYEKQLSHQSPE
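medium = Bis-Tris buffer pH 6.0, 2.5 mM DTT, 0.005% Tween 20 | test system = STEP (striatal-enriched tyrosine phosphatase) enzyme, cell-free | measure = normalized % inhibition | compound dosing = 20 µM, 1% DMSO | also added = 25 µM OMFP | schedule = reaction 20 min, ambient temperature | measured by = fluorescence read at 480 nm ex / 540 nm em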
Neddylation inh = inhibitors of human cullin neddylation | AID 651699 | hit rate 0.58% among 360,000 | P61081+Q13564 | TR-FRET cullin neddylation, biochemical | calls only at 25 µM; in the data active = inhibition above about 36%
SUMO1-SIM PPI = SUMO1-SIM interaction modulation; P63165; SUMO1 binding to a labelled peptide, TR-FRET, 1 h; inhibition, % at 20 µM; hit rate 0.33% among 360,000; AID 602429; in the data active = inhibition above about 37%
Target sequence (P63165 whole entry, looked up): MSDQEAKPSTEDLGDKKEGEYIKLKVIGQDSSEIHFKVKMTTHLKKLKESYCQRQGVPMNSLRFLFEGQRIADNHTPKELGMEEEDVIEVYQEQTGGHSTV
Tb MetRS inh = Trypanosoma brucei MetRS inhibition | hit rate 0.4% among 360,000 | inhibition, % at 11.9 µM | AID 624268 | purified T. brucei MetRS, ATP depletion, Kinase-Glo luminescence;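 active = inhibition above a per-plate cutoff of the control wells' mean inhibition plus 3 SD, cut at about 5.5% in these data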;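 also: 0% = DMSO wells median and 100% = median of wells with control inhibitor compound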
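Dosing: 11.9 µM compound single dose, 0.9% DMSO; Assay system: purified T. brucei MetRS enzyme; Measured by: Kinase-Glo luciferase luminescence reporting remaining unconsumed ATP; Schedule: 15 min plus 2 h at 25 °C.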
SKN-1 block = C. elegans SKN-1 inhibition | AID 624304 | C. elegans VP596 Pgst-4::GFP/RFP ratio, acrylamide-induced, 24 h | inhibition, % at 21.8 µM | hit rate 0.49% among 360,000;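 active = interference check ratio from 0.5 to 1.5 plus GFP to RFP signal ratio inhibition reaching or exceeding a fixed threshold, cut at about 30% in these data, passing the limit was not always enough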; also: some compounds called inactive have numbers as strong as hits
CendR NRP1 mod = NRP-1/CendR interaction modulation | AID 602438 | inhibition, % at 25 µM | hit rate 0.85% among 360,000 | O14786 | FAM-RPARPAR peptide binding to NRP-1, fluorescence polarization;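 active = inhibition or corrected inhibition above about 18%, plus a signal ratio from 0.5 to 1.5, limit read from the data, passing the limit was not always enough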; also: strong numbers were not always called active
DNMT1 inh = DNMT1 (human) enzyme inhibition; hit rate 0.83% among 360,000; inhibition (reported as % activation of signal), % at 10 µM; P26358; DNMT1 molecular beacon, Hinp1I cleavage, fluorescence; AID 588458; in the data active = inhibition above about 50%
Scp-1 inhibitor = Scp-1 (human) phosphatase inhibition | Q9GZU7 | Recombinant Scp1, phosphopeptide, malachite green phosphate absorbance | inhibition, % at 20 µM | hit rate 0.88% among 340,000 | AID 493091;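 active = inhibition above about 50% at 20 µM, limit read from the data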;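 also: plate controls were DMSO wells with enzyme for no effect and wells lacking enzyme for full effect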
Target sequence (Q9GZU7 76-261 limits assumed): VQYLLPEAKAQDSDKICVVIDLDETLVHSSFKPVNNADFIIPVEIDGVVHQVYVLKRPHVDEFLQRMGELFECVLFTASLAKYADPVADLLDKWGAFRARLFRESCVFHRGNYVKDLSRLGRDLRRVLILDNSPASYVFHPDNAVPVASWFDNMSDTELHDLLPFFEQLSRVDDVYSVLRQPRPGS
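assay system = SCP-1 phosphatase catalytic domain, residues 76-261 | buffer or medium = 50 mM Tris acetate pH 5.5, 0.005% Tween-20, 10 mM MgCl2 | incubation = enzyme reaction 45 min at room temperature, colour 5 min, stabilisation 30 min | signal = Phosphate-binding colour reagent, absorbance read at 630 nm | measure = % inhibition at 20 µM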
NadD inh = NadD (S. aureus) enzyme inhibition | purified NadD enzyme, colorimetric absorbance read-out | inhibition, % at 20 µM | hit rate 0.78% among 360,000; in the data active = inhibition above about 26%; also: some compounds past the cut are filed as inactive
LMPTP inh = blocks human LMPTP phosphatase. P24666. recombinant LMPTP-A, OMFP fluorogenic substrate, fluorescence intensity. inhibition, % at 20 µM. hit rate 0.22% among 360,000. AID 651560;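 active = compounds that cut the enzyme signal by at least half of the control window in the single-dose screen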;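 also: plate controls were DMSO wells with enzyme plus substrate for no effect and substrate without enzyme for full effect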
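Material: LMPTP-A; amount: 0.625 nM enzyme; doses: single 20 µM dose; times: reaction 50 min, room temperature, dark; technique: fluorescence intensity of OMFP turnover product; benchmarks: no-enzyme and uninhibited controls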
* hit, by the source's call; i = inactive; · = no result given.

Each structure is followed by: STEP inh | Neddylation inh | SUMO1-SIM PPI | Tb MetRS inh | SKN-1 block | CendR NRP1 mod | DNMT1 inh | Scp-1 inhibitor | NadD inh | LMPTP inh
1: O=C(O)C1C2C=CC(CC2)C1C(=O)O (centres undefined)
    34.6 | i | 33.7 | -1.1 | -15.1 | 2.7 | 77.0* | 102.2* | 0.9 | -0.3
2: CC(C)C[C@H]1CN=C(Nc2ccccc2)N1CCc1ccc(F)cc1
    -1.9 | i | 2.1 | 0.0 | -5.7 | 7.2 | 3.1 | -1.6 | -4.2 | -0.7
3: O=C(O)Cn1ccnc1[N+](=O)[O-]
    -0.1 | i | -1.7 | -0.2 | -2.3 | -7.6 | 2.7 | · | -4.0 | -1.7
4: Cc1cc(C)c(S(=O)(=O)N2CCC3(CC2)OCCN3S(=O)(=O)c2cccs2)c(C)c1
    0.3 | i | -1.0 | -0.5 | 1.9 | -5.0 | -2.2 | -10.5 | -8.1 | 3.8
5: COc1ccc(NC(=O)c2c(C)nn(-c3ccccc3)c2Cl)cc1
    0.5 | i | 5.8 | -0.1 | 26.7 | -1.9 | 0.5 | -4.5 | -6.5 | -1.1
6: Cc1cc(C(=O)CSc2nnc(-c3ccc(OC(F)F)cc3)o2)c(C)n1Cc1cccs1
    4.7 | i | -0.6 | 0.0 | -2.4 | 4.8 | 36.8 | -12.1 | 1.7 | 0.8
7: O=C(/C=C/c1cccc(C(F)(F)F)c1)Nc1cccc(C(F)(F)F)c1
    -1.9 | i | -1.0 | 0.1 | 34.9 | -2.2 | 29.7 | 1.5 | -3.6 | 2.1
8: CC(C)OCc1ccc(C(=O)N2CCN(CC(=O)N3CCCC3)CC2)cc1
    0.0 | i | -0.1 | 0.1 | 16.3 | 4.2 | 0.4 | -12.7 | 2.9 | -0.2
9: O=C(CN1C(=O)c2ccccc2C1=O)c1ccc(F)cc1
    -1.9 | i | -20.9 | -1.1 | 14.2 | 4.2 | 0.2 | -12.1 | -11.3 | -0.9
10: O=C1CCC([N+](=O)[O-])C(c2ccc(Cl)c([N+](=O)[O-])c2)N1 (centres undefined)
    1.2 | i | 1.8 | 0.0 | -3.3 | -2.6 | 2.0 | -4.9 | 1.1 | -0.2
11: Cc1ccc2c(c1)N(C(=O)CCC(=O)Nc1ccccc1Br)CC(C)O2 (centres undefined)
    -2.2 | i | -7.0 | -0.7 | 22.3 | 2.6 | -1.4 | -16.7 | 0.1 | 0.6
12: O=C(Nc1ccccc1-c1ccccc1)NC1CCN(CC(=O)N2CCOCC2)CC1
    0.1 | i | 2.1 | 0.1 | 1.5 | -10.6 | -0.2 | -2.3 | -1.0 | -1.3
13: CSc1ccc(N2C(=O)NC3(CCCCC3)C2=O)cc1
    9.1 | i | -2.2 | 0.2 | -0.6 | 10.1 | -4.6 | -1.8 | 0.5 | 0.0
14: O=C(c1ccccc1Sc1cccc2ccccc12)N1CCOCC1
    4.0 | i | -3.6 | 0.5 | -4.3 | 9.0 | 0.0 | -7.4 | -3.4 | 1.1
15: O=C(Cn1cc(C(F)(F)F)ccc1=O)N1CCc2ccccc21
    -2.6 | i | 2.3 | -0.2 | -2.0 | 12.8 | 2.3 | -4.3 | -5.7 | 1.4
16: CCCCOc1ccc(C(=O)N2CCCCCC2)cc1
    2.1 | i | 0.7 | -1.0 | -28.7 | -0.9 | -0.3 | 2.0 | -0.6 | -0.4
17: O=C1CCCC(O)=C1C1NCCc2ccccc21 (centres undefined)
    8.3 | i | -1.4 | -0.1 | 3.1 | -1.4 | -1.6 | -3.1 | 5.1 | -1.0
18: Cc1ccc(/C=N/NC(=O)C2=NNC(c3ccccc3)(c3ccccc3)C2)c(O)c1
    0.1 | i | -2.3 | -0.7 | 11.6 | 6.1 | -24.5 | -8.1 | 5.7 | -0.4
19: COc1ccc(C2C(C#N)=C(N)OC3=C2C(=O)CCC3)c(OC)c1OC (centres undefined)
    -2.5 | i | -1.9 | -0.5 | 3.1 | 0.3 | -1.6 | 14.3 | -6.4 | -2.5
20: COc1cccc(CC2(CO)CCCN(Cc3cc(F)ccc3-n3cccn3)C2)c1 (centres undefined)
    -1.1 | i | 0.8 | -1.3 | -12.5 | -18.2 | 2.3 | 3.5 | 3.1 | 0.3

Two of these compounds, set out differently:
| item | compound | STEP inh | Neddylation inh | SUMO1-SIM PPI | Tb MetRS inh | SKN-1 block | CendR NRP1 mod | DNMT1 inh | Scp-1 inhibitor | NadD inh | LMPTP inh |
| --- | --- | --- | --- | --- | --- | --- | --- | --- | --- | --- | --- |
| 13 | CSc1ccc(N2C(=O)NC3(CCCCC3)C2=O)cc1 | 9.1 | i | -2.2 | 0.2 | -0.6 | 10.1 | -4.6 | -1.8 | 0.5 | 0.0 |
| 14 | O=C(c1ccccc1Sc1cccc2ccccc12)N1CCOCC1 | 4.0 | i | -3.6 | 0.5 | -4.3 | 9.0 | 0.0 | -7.4 | -3.4 | 1.1 |

A second format for some results above.
7. O=C(/C=C/c1cccc(C(F)(F)F)c1)Nc1cccc(C(F)(F)F)c1
8. CC(C)OCc1ccc(C(=O)N2CCN(CC(=O)N3CCCC3)CC2)cc1
9. O=C(CN1C(=O)c2ccccc2C1=O)c1ccc(F)cc1
10. O=C1CCC([N+](=O)[O-])C(c2ccc(Cl)c([N+](=O)[O-])c2)N1 (centres undefined)
11. Cc1ccc2c(c1)N(C(=O)CCC(=O)Nc1ccccc1Br)CC(C)O2 (centres undefined)
12. O=C(Nc1ccccc1-c1ccccc1)NC1CCN(CC(=O)N2CCOCC2)CC1
13. CSc1ccc(N2C(=O)NC3(CCCCC3)C2=O)cc1
14. O=C(c1ccccc1Sc1cccc2ccccc12)N1CCOCC1

entry no.,7,8,9,10,11,12,13,14
STEP inh,-1.9,0.0,-1.9,1.2,-2.2,0.1,9.1,4.0
Neddylation inh,i,i,i,i,i,i,i,i
SUMO1-SIM PPI,-1.0,-0.1,-20.9,1.8,-7.0,2.1,-2.2,-3.6
Tb MetRS inh,0.1,0.1,-1.1,0.0,-0.7,0.1,0.2,0.5
SKN-1 block,34.9,16.3,14.2,-3.3,22.3,1.5,-0.6,-4.3
CendR NRP1 mod,-2.2,4.2,4.2,-2.6,2.6,-10.6,10.1,9.0
DNMT1 inh,29.7,0.4,0.2,2.0,-1.4,-0.2,-4.6,0.0
Scp-1 inhibitor,1.5,-12.7,-12.1,-4.9,-16.7,-2.3,-1.8,-7.4
NadD inh,-3.6,2.9,-11.3,1.1,0.1,-1.0,0.5,-3.4
LMPTP inh,2.1,-0.2,-0.9,-0.2,0.6,-1.3,0.0,1.1

15. O=C(Cn1cc(C(F)(F)F)ccc1=O)N1CCc2ccccc21
16. CCCCOc1ccc(C(=O)N2CCCCCC2)cc1
17. O=C1CCCC(O)=C1C1NCCc2ccccc21 (centres undefined)
18. Cc1ccc(/C=N/NC(=O)C2=NNC(c3ccccc3)(c3ccccc3)C2)c(O)c1
19. COc1ccc(C2C(C#N)=C(N)OC3=C2C(=O)CCC3)c(OC)c1OC (centres undefined)
20. COc1cccc(CC2(CO)CCCN(Cc3cc(F)ccc3-n3cccn3)C2)c1 (centres undefined)

entry no.,15,16,17,18,19,20
STEP inh,-2.6,2.1,8.3,0.1,-2.5,-1.1
Neddylation inh,i,i,i,i,i,i
SUMO1-SIM PPI,2.3,0.7,-1.4,-2.3,-1.9,0.8
Tb MetRS inh,-0.2,-1.0,-0.1,-0.7,-0.5,-1.3
SKN-1 block,-2.0,-28.7,3.1,11.6,3.1,-12.5
CendR NRP1 mod,12.8,-0.9,-1.4,6.1,0.3,-18.2
DNMT1 inh,2.3,-0.3,-1.6,-24.5,-1.6,2.3
Scp-1 inhibitor,-4.3,2.0,-3.1,-8.1,14.3,3.5
NadD inh,-5.7,-0.6,5.1,5.7,-6.4,3.1
LMPTP inh,1.4,-0.4,-1.0,-0.4,-2.5,0.3

More structures:
Each structure is followed by: STEP inh | Neddylation inh | SUMO1-SIM PPI | Tb MetRS inh | SKN-1 block | CendR NRP1 mod | DNMT1 inh | Scp-1 inhibitor | NadD inh | LMPTP inh
21: Cn1c(CSCc2ccc(Cl)cc2Cl)n[nH]c1=S
    -1.2 | i | 3.3 | 0.8 | 0.2 | 8.8 | 1.6 | -4.4 | 11.2 | -4.1
22: Cn1ccnc1SCc1nc2c(cnn2-c2ccccc2)c(=O)[nH]1
    -2.7 | i | -1.5 | 0.0 | 14.3 | -3.0 | 3.7 | -6.8 | 3.4 | -2.4
23: COc1ccccc1CCC(=O)OCC(=O)Nc1c(Br)cc(C)cc1Br
    3.2 | i | 3.0 | -0.1 | -8.6 | 8.3 | -0.4 | -5.2 | -1.0 | 1.6
24: CSc1nc(-c2ccccc2)nn1C(=O)c1ccc(Cl)cc1
    1.0 | i | 2.8 | 0.0 | 0.4 | 0.8 | 0.8 | -9.7 | -4.8 | -1.8
